LGR2 antag: inhibitors of bursicon-induced LGR2 CRE-luciferase signal, primary screen, cell-based, HEK293, CRE-luciferase reporter, bursicon stimulation; Drosophila bursicon receptor LGR2 (rickets); bursicon-stimulated, 4 h; inhibition, % at 9.99 µM; 0.35% of 380,000 active; AID 720647, 2013;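 active = drop in luminescence signal, shown as inhibition above about 50% in the replicate tests, limit read from the data, passing the limit was not always enough; inconclusive = probably only some replicates passing the limit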;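 note: agonist challenge used bursicon conditioned medium at about half maximal strength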
DENV2 CPE: inhibitors of DENV2 cytopathic effect, primary screen, cell-based, plate reader, single concentration; DENV2-infected cells, cytopathic effect rescue; CPE inhibition, % at 9.99 µM; 1.7% of 350,000 active; AID 651640, 2012; in the data active = CPE inhibition above about 20%, passing the limit was not always enough; inconclusive = no clear call, values can overlap the other calls; tested in BHK-21 cells;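 note: 0% = median of neutral control wells and 100% = median of positive control wells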
ARNT-TACC3 inh: disruptors of ARNT/TACC3 protein interaction, primary screen, biochemical, AlphaScreen, single concentration. AlphaScreen His-ARNT PAS-B/GST-TACC3 binding, luminescence; TACC3 fragment carries E629A point mutation. inhibition, % at 9.99 µM. 0.66% of 390,000 active;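 active = mean inhibition of replicates at least 50% and at least half of replicates each reaching 50%; inconclusive = half or more replicates reach 50% but mean below 50%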;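 note: 0% = complete ARNT plus TACC3 wells and 100% = ARNT alone without TACC3; many hits fall short of the cut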
SIRT5 inh: SIRT5 desuccinylase inhibitors, primary screen, biochemical, fluorescence imaging, single point, set 5. NAD-dependent protein deacylase sirtuin-5, mitochondrial (Homo sapiens), Q9NXA8. Purified SirT5, succinyl-peptide AMC, trypsin-coupled fluorescence. inhibition, % at 15 µM. 1.1% of 330,000 active; in the data active = inhibition above about 15%; inconclusive = no clear call, values can overlap the other calls
Target sequence (Q9NXA8 whole entry, looked up): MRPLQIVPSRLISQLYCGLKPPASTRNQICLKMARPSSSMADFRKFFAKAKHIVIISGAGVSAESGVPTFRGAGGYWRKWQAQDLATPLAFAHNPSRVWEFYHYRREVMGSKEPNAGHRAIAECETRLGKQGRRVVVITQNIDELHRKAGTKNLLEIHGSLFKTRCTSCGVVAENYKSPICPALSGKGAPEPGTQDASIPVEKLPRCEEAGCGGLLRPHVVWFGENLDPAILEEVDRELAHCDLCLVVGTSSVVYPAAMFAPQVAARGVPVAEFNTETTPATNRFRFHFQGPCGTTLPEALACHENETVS
PAX8 reporter: inhibitors of PAX8-driven TPO luciferase reporter, primary screen, RMG-I cells, single concentration | 1.2% of 360,000 active | AID 652154, 2013 | inhibition, % at 12.6 µM | SteadyGlo, 24 h;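 active = mean replicate inhibition at least 60% with every replicate also reaching 60%; inconclusive = only one of the two criteria is met; inactive = mean below 60% and not all replicates reaching 60%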;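 note: luciferase light reporting Pax8 driven TPO promoter activity; plate controls were median of neutral control wells for no effect and mitoxantrone controls for full effect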
CASP6 VEID inh: human caspase-6 inhibitors, primary screen, biochemical, VEID-R110 fluorescence, single point, set 2; P55212; 0.53% of 350,000 active; AID 686996, 2013; purified caspase-6, Z-VEID-R110 cleavage fluorescence; inhibition, % at 12.5 µM;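 active = mean inhibition across replicates at least about 35%, with every replicate also reaching that limit, limit read from the data; inconclusive = only one of the two criteria met; inactive = neither criterion met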;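 note: 0% = median of neutral control wells and 100% = no fluorescence left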
Target sequence (P55212 24-179 limits assumed): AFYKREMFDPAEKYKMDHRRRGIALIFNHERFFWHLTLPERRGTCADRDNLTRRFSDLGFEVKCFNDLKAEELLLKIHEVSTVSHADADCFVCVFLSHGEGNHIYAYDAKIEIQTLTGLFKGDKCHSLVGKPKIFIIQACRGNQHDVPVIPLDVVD
Target sequence (P55212 194-293 limits assumed): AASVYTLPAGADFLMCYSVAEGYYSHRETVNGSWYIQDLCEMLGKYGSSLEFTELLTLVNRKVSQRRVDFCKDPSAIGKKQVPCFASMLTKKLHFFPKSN
EWS-Fli inh: EWS/Fli-driven NR0B1 reporter inhibitors, primary screen, A673 cells, NR0B1 luciferase, luminescence, MLPCN library; viability-normalised; inhibition, % at 12.6 µM; 0.67% of 350,000 active; AID 651661, 2012;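 active = mean inhibition of at least 50% after viability correction, with every replicate also passing that limit; inconclusive = mean reaches 50% but only one of two replicates passes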;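 note: firefly luciferase signal divided by Alamar Blue viability fluorescence both relative to DMSO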
Starred values were filed as active, the others as inactive; u = inconclusive; x = no result given. The order is random (roughly 4.9% active in at least one column).

SMILES,LGR2 antag,DENV2 CPE,ARNT-TACC3 inh,SIRT5 inh,PAX8 reporter,CASP6 VEID inh,EWS-Fli inh
COCCN(C(=O)CSc1nc2nc(C)cc(C)n2n1)c1c(N)n(Cc2ccccc2)c(=O)[nH]c1=O,15,-1,3,x,10,0,5
CC(C)Oc1ccc(F)cc1-c1cc(C(=O)Nc2ccc(C(C)(C)C)cc2)[nH]n1,15,4,x,-9,16,1,-13
COc1cccc(NC(=O)N[C@H]2C=C[C@@H](CC(=O)Nc3ccccc3)O[C@@H]2CO)c1,25,x,2,4,-17,6,-6
Cc1cccc(OCCSc2nncn2C)c1,17,0,-3,-1,-29,2,-5
CC(C)(C)Cc1c(-c2ccc(F)cc2)nc2ccc(Cl)cn12,-16,u,x,1,3,4,-3
CCc1ccccc1NC(=O)c1cc(S(=O)(=O)N2CCCC2)c[nH]1,13,-8,-9,x,1,8,3
Nc1nc(NCCCN2CCOCC2)nc(Nc2ccc(F)cc2)c1[N+](=O)[O-],2,x,-1,x,-11,x,x
CC(=O)c1c(C)[nH]c(C(=O)N(CCc2ccccc2)Cc2ccccc2)c1C,6,-2,-4,1,9,0,13
CC(C)NC(=O)Nc1ccc2c(c1)CC(=O)N([C@@H](C)CO)C[C@H](C)[C@H](CN(C)C(=O)Nc1ccc(C(F)(F)F)cc1)O2,-17,-10,2,x,-16,0,-13
C=CCc1cc(Cl)ccc1OCCOCCNC(C)(C)C,3,1,x,-2,4,-8,4
CCOP(=O)(OCC)C(Nc1cccc([N+](=O)[O-])c1)c1ccc(N(C)C)cc1 (stereo unspecified),-2,-3,x,1,11,1,4
CCN1[C@@H]2Cn3c(ccc(-c4ccccc4F)c3=O)[C@H]1[C@@H](C(=O)NCc1ccccc1)[C@@H]2CO,-3,4,-6,-2,x,0,-2
Nc1ccccc1SC1CC(=O)N(c2ccc3c(c2)OCCO3)C1=O (stereo unspecified),-36,-2,-4,-1,-104,2,-99
COc1ccccc1CNC(=O)C[C@@H]1CC[C@@H]2[C@H](COC[C@@H](O)CN2C(=O)Nc2ccc(Cl)cc2)O1,10,-1,1,1,-33,0,-53
COc1ccc2c3c(n(C)c2c1)[C@H](CO)N(C(=O)Nc1c(C)noc1C)CC31CCN(CC2CC2)CC1,6,10,x,2,x,-1,-2
CCC(C)[C@H](NC(=O)N1CC(=O)Nc2ccccc21)C(=O)N[C@H](Cc1ccccc1)C(=O)O (stereo partly specified),3,-6,-2,x,x,3,-3
CC(C)(C)NC(=O)N1CCN(S(=O)(=O)c2ccc3c(c2)CCC3)CC1,3,-7,-7,-3,5,1,11
CC(NC(=O)[C@H](NC(=O)[C@@H]1Cc2ccccc2CN1)c1ccccc1)c1ccccc1 (stereo partly specified),1,-19,-13,x,x,-1,-6
CCOc1ccccc1NC(=O)Cn1ncc2ccc([N+](=O)[O-])cc21,-3,-1,11,-2,39,2,12
Cc1cc(C(=O)Nc2ccc3c(c2)C(=O)N(C)[C@@H]2CC[C@@H](CC(=O)N[C@@H](C)c4ccccc4)O[C@@H]2CO3)no1,9,2,-5,-3,13,0,-3
CN1CCCCN2[C@H](CO)[C@@H](c3ccc(-c4ccccc4)cc3)[C@@H]2C1,-11,u,-10,-4,8,-2,4
CSCCC(NC(=O)OC(C)(C)C)C(=O)NC(C(=O)NC(CC(C)C)C(N)=O)C(C)C (stereo unspecified),-7,12,-3,-2,x,-2,0
CNC(=O)c1[nH]cnc1C(=O)N[C@@H](C)C(=O)OC(C)(C)C,x,7,4,x,-28,-4,3
CO[C@@H]1CC[C@H]2CCOc3ccc(C#N)cc3C(=O)N(C)[C@H](C)C(=O)N(C)C[C@H]1O2,6,15,2,-4,-11,-5,3
COCC(=O)Nc1ccc(C(C)C)cc1,-5,x,-3,2,x,-2,5
COc1ccc(C#Cc2ccc3c(c2)O[C@H](CN(C)C(=O)c2ccccn2)[C@H](C)CN([C@H](C)CO)S3(=O)=O)cc1,19,1,4,-2,41,-1,6
Cc1ccc(NC(=O)c2ncn(CCCN(C)CCc3ccccn3)n2)cc1C,-15,8,2,0,0,-7,-3
CNc1nc(SCC(=O)Nc2ccc(Cl)c(Cl)c2)nc(N2CCOCC2)n1,-20,18,-5,-2,9,-3,x
O=C(Nc1ccc(C(=O)N2CCCC2)cc1)C1CCCCC1,15,-2,-6,-1,3,-2,-9
CCOc1ccc(CCNC(=O)C2CCCN(S(=O)(=O)c3c(C)n[nH]c3C)C2)cc1OCC (stereo unspecified),x,x,x,-3,2,-1,x
CC1(C)CC2CC(C)(CN2C(=O)NC(=O)c2ccccc2)C1 (stereo unspecified),1,-12,-11,-3,31,-1,5
COc1ccc(CN2[C@@H](CC(C)=O)c3cc(C(F)(F)F)ccc3S2(=O)=O)cc1,7,x,8,x,-4,x,3
COCc1cc(/C=N\NC(=O)COc2ccccc2)ccc1OC,-12,u,-17,-1,15,-3,-11
Cc1ccc(C)c(NC(=O)Cn2ccn(-c3ccc4c(c3)OCO4)c(=O)c2=O)c1,-7,x,x,-3,14,-1,-3
CCC(CO)NCc1sccc1C (stereo unspecified),-8,-4,1,-2,-10,-2,-4
COc1ccc(NC(=S)NCCNC(C)=O)cc1,-3,1,-4,-4,15,11,-12
COc1ccc(CCNC(=O)C2CCN(C(=O)c3cccc(Cl)c3)CC2)cc1OC,2,u,-3,-2,-8,2,-1
CCN1CCN(CC(=O)Nc2ccccc2)C(=O)C1=O,3,-4,-9,-4,-2,1,1
Cn1c(=O)oc2cc(S(=O)(=O)N3CCc4ccccc43)ccc21,11,0,-9,-1,0,0,19
Cc1cc(C)n2nc(SCC(=O)Nc3ccc(S(=O)(=O)N(C)C)cc3)nc2n1,-3,0,3,0,11,0,0
CCc1nn(CC(=O)NCCCN2CCN(C)CC2)c(=O)c2cc3sccc3n12,12,10,2,-1,-11,-10,-6
CC(=O)Nc1ccc(S(=O)(=O)N(Cc2cccnc2)Cc2cc3ccc(C)cc3[nH]c2=O)cc1,5,-2,-4,1,12,2,x
CN(C)c1cc[n+](CC(=O)Nc2cccc([N+](=O)[O-])c2)cc1,6,3,-11,-3,-49,-3,11
S=C1NC2(CCCCC2)NN1c1ccccc1,-29,0,-9,-1,-27,1,-1
CC(Oc1ccccc1F)C(=O)NNC(=O)CC(C)c1ccccc1 (stereo unspecified),-11,-2,-5,-3,12,-1,-4
CNC(=O)COc1ccc(Cl)c2cccnc12,x,-1,17,1,10,2,-4
COc1ccc(-c2cc(=O)c3c(OC)c(OC)c(OC)c(OC)c3o2)cc1OC,-9,-3,8,2,3,5,-8
CCCCCN(C(=O)NC(=O)Nc1ccc(C)cc1C)S(C)(=O)=O,4,0,-5,-5,-9,-3,-12
COc1ccccc1C(=O)N1CCC(N2CCN(c3ccccc3)CC2)CC1,6,-2,3,-5,3,-1,1
Cc1cc(-n2c(C)cc(C(=O)CCl)c2C)no1,5,3,-11,3,-3,3,28
COc1ccc(CN2CCNC(=O)C2CC(=O)N(C)Cc2ccccn2)cc1OC (stereo unspecified),-1,0,5,-2,16,-1,-1
CC(=O)CCc1ccc(OCCCCN2CCC(Cc3ccccc3)CC2)cc1,-5,-8,-1,-3,7,-4,10
Cc1ccccc1OC(=O)c1cccnc1,-2,0,-3,-4,-5,-1,-10
C[C@@H]1CCCCO[C@H](CN(C)C(=O)Nc2ccc3c(c2)OCO3)[C@H](C)CN([C@H](C)CO)C(=O)c2cc(NS(=O)(=O)c3ccc(F)cc3)ccc2O1,4,-14,x,2,-9,-2,-4
CCCNC(=O)N(C)C[C@@H]1Oc2ncc(-c3ccc(F)cc3)cc2C(=O)N([C@@H](C)CO)C[C@H]1C,-3,16,-4,-4,x,1,-6
CCC(C)(C)NC(=O)CN(C(=O)CNS(=O)(=O)c1ccc(F)cc1)c1ccc2c(c1)OCCO2,0,4,33,-1,1,47*,-4

Following part
SMILES,LGR2 antag,DENV2 CPE,ARNT-TACC3 inh,SIRT5 inh,PAX8 reporter,CASP6 VEID inh,EWS-Fli inh
CCN(CC)Cc1cc(NC2=NS(=O)(=O)c3ccccc32)ccc1OC(=O)c1ccccc1,-5,3,2,2,0,-4,8
Cc1ccc(C(=O)N(CC(=O)NC2CCCCC2)c2ccccc2C)s1,18,8,-2,0,x,2,-5
COc1ccc(CC(=O)Nc2cc(S(C)(=O)=O)ccc2Cl)cc1S(=O)(=O)N1CCOCC1,-21,9,x,-3,-7,1,-4
N#Cc1nccc2ccc(OCc3ccc(Br)cc3)cc12,13,-4,x,-1,11,-3,10
Cc1cccc(NC(=S)NNC(=O)c2ccc(O)cc2O)c1C,23,9,25,1,-39,4,6
O=C(Nc1ccc(Cl)cc1)c1csc([C@@H]2C[C@H](O)[C@@H](CO)O2)n1,-10,0,x,-3,19,1,-14
COc1cccc(NC(=O)N2C[C@H](O)COC[C@@H]3O[C@@H](CC(=O)NC4CCCC4)CC[C@H]32)c1,-8,-4,6,-4,10,1,-11
CNC(=O)COC(=O)/C=C/c1c(C)nn(-c2ccccc2)c1C,-14,-2,2,-1,-2,2,12

Given field by field: part of the list above
CCN(CC)Cc1cc(NC2=NS(=O)(=O)c3ccccc32)ccc1OC(=O)c1ccccc1
- LGR2 antag: -5
- DENV2 CPE: 3
- ARNT-TACC3 inh: 2
- SIRT5 inh: 2
- PAX8 reporter: 0
- CASP6 VEID inh: -4
- EWS-Fli inh: 8
COc1cccc(NC(=O)N2C[C@H](O)COC[C@@H]3O[C@@H](CC(=O)NC4CCCC4)CC[C@H]32)c1
- LGR2 antag: -8
- DENV2 CPE: -4
- ARNT-TACC3 inh: 6
- SIRT5 inh: -4
- PAX8 reporter: 10
- CASP6 VEID inh: 1
- EWS-Fli inh: -11
O=C(Nc1ccc(Cl)cc1)c1csc([C@@H]2C[C@H](O)[C@@H](CO)O2)n1
- LGR2 antag: -10
- DENV2 CPE: 0
- ARNT-TACC3 inh: x
- SIRT5 inh: -3
- PAX8 reporter: 19
- CASP6 VEID inh: 1
- EWS-Fli inh: -14

Remaining list, next part.
SMILES,LGR2 antag,DENV2 CPE,ARNT-TACC3 inh,SIRT5 inh,PAX8 reporter,CASP6 VEID inh,EWS-Fli inh
O=c1c([N+](=O)[O-])c[nH]c2ccccc12,2,7,x,0,1,x,18
Nc1cccc2c1C(=O)N(Cc1cccc(Cl)c1)C2=O,3,-3,-24,-1,-8,1,10
Cc1ccc(CNC(=O)CSc2nnc3c(n2)[nH]c2ccc(F)cc23)cc1,7,4,x,-1,6,-6,1
CCc1ccc2oc(=O)cc(CN3CCCCC3)c2c1,-13,-4,-6,-4,-5,0,8
Oc1oc(-c2ccco2)nc1C=Nc1ccccc1,5,1,15,12,x,22,-46
CC(C)CC#Cc1cnc2c(c1)C(=O)N([C@H](C)CO)C[C@@H](C)[C@H](CN(C)C(=O)NC1CCCC1)O2,-10,-3,-2,-1,x,1,4
CC(=O)Nc1ccc(S(=O)(=O)N(C)CC(=O)OC(C)C(=O)NC2CCCCC2)cc1 (stereo unspecified),1,1,-5,-4,-15,1,-2
COC(=O)C1=CN(c2ccc(F)cc2)C(N)=C(C#N)C1c1ccc(-c2ccccc2)cc1 (stereo unspecified),7,-11,x,-2,7,-1,2
CC(C)COc1ccc(C(=O)NC(=S)Nc2ccc(CN3CCOCC3)cc2)cc1,-7,-4,0,-1,0,-3,0
C[C@H](CO)N1C[C@H](C)[C@@H](CN(C)Cc2ccc(-c3ccccc3)cc2)Oc2ccc(NC(=O)NC3CCCCC3)cc2C1=O,-9,0,-4,4,x,17,-4
C[C@@H]1CCCCO[C@H](CN(C)Cc2ccccc2)[C@@H](C)CN([C@H](C)CO)C(=O)c2cc(NC(=O)CCCN(C)C)ccc2O1,1,u,-3,-7,-17,-29,6
CN(CC(=O)Nc1ccc(N2CCOCC2)cc1)CC(=O)Nc1ccc(C(F)(F)F)cc1,-1,4,4,-2,1,2,6
NC1=NC(c2ccccc2)N=C(Nc2ccccc2)N1 (stereo unspecified),-17,-4,x,5,17,-1,-50

Source: PubChem
